# Source: PubChem (National Center for Advancing Translational Sciences (NCATS))
# Pf growth 96h – Primary qHTS for delayed death inhibitors of the malarial parasite plastid, 96 hour incubation; P. falciparum luciferase reporter growth, 96 h; 320,000 tested, 6.9% active; AID 504834, 2011; Potency, µM (titrated, usually from 28.7 µM), without a hit: at the top dose activity change, negative = inhibition, usual class: inhibitors; note: potency is the fitted concentration of half-maximal effect; % is set by controls: 0 for no effect and ±100 for the full control effect
#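 P. falciparum expressing integrated firefly luciferase, in erythrocytes at 2% hematocrit, 0.05% parasitemia, incubated with compounds 96 h at 37 C, 5% CO2. Growth inhibition read as loss of luminescence; two-generation exposure targets delayed-death apicoplast inhibitors.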
# Cycloheximide cs – Cycloheximide Counterscreen for Small Molecule Inhibitors of Shiga Toxin; cell reporter, cycloheximide protein synthesis inhibition counterscreen; max response, %; 300,000 tested, 12% active; in the data active = max response mostly above about 13%, no sharp cut-off; inactive = mostly below about 14%; note: read at 38.3 µM for the half of the compounds with a filed dose; 0% is about no effect
# Shiga toxin inh – A qHTS for Small Molecule Inhibitors of Shiga Toxin | inhibition, % at 38.7 µM | Vero cells, Shiga toxin protein synthesis inhibition reporter | 290,000 tested, 9.2% active; in the data active = inhibition mostly above about 28%, no sharp cut-off; inactive = mostly below about 43%; note: 0% is about no effect
# LmPK inh – qHTS Assay for Inhibitors of Leishmania Mexicana Pyruvate Kinase (LmPK) | Potency, µM (top dose mostly 57.5 µM), inactives show at the top dose activity change, negative = inhibition, usual class: inhibitors | purified LmPK, Kinase-Glo ATP luminescence, 1 h | 290,000 tested, 0.37% active; note: potency is the fitted concentration of half-maximal effect; % is set by controls: 0 for no effect and ±100 for the full control effect
# Target sequence (Q27686 whole entry, looked up): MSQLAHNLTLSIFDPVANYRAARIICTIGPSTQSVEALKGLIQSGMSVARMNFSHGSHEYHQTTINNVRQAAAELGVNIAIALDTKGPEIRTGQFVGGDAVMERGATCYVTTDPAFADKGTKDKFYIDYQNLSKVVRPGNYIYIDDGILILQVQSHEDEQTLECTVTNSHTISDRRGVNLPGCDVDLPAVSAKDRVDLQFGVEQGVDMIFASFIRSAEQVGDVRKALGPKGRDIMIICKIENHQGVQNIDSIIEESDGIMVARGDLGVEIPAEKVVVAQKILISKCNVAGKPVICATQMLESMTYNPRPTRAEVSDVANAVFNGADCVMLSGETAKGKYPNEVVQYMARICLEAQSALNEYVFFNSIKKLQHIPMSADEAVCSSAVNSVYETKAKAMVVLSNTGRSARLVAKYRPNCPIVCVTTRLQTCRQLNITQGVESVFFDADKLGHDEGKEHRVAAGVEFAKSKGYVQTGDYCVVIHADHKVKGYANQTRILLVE
#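 qHTS format; LmPK 0.1 nM; substrates PEP 0.5 mM and ADP 0.1 mM. One-hour room-temperature incubation, then coupled luciferase luminescence; 0.5 nM enzyme wells mark activation.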
# Pf growth 48h – Primary qHTS for delayed death inhibitors of the malarial parasite plastid, 48 hour incubation. P. falciparum luciferase growth in erythrocytes, 48 h. Potency, µM (doses to about 28.7 µM), for the others: top-dose activity change, negative = inhibition, most hits filed as inhibitors. 310,000 tested, 5.9% active. AID 504832, 2011; note: potency is the fitted concentration of half-maximal effect; % is set by controls: 0 for no effect and ±100 for the full control effect
#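 In quantitative HTS format, infected erythrocytes bearing luciferase-reporter parasites were treated for a single generation at 37 C. Luminescence after adding detection reagent served as the growth measure.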
# AMA1 RON2 block – qHTS for Inhibitors of AMA1-RON; Towards Development of Antimalarial Drug Lead: Primary Screen; Plasmodium falciparum AMA1 (3D7) - RON2 peptide interaction; AlphaScreen AMA1-biotinylated RON2 peptide binding; Potency, µM (series often up to 58.2 µM), for inactives: top-dose activity change, negative = inhibition, most hits filed as inhibitors; 360,000 tested, 0.2% active; AID 720542, 2013;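 note: potency is the fitted concentration of half-maximal effect; 0% = vehicle wells and -100% = peptide control; nearly all actives have a fitted effect of over 45% in size; some results filed as inactive show a strong effect at the top dose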
#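 AMA1 (3D7) with his tag at 25 nM final met compounds first, then biotinylated RON2 peptide at 25 nM; detection used donor plus acceptor beads, 10 µg/mL apiece, read by AlphaScreen after 30 min at room temperature.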
# Tb PYK inh – qHTS of Trypanosoma Brucei Inhibitors | TbPYK enzyme, Kinase-Glo Plus ATP luminescence, 45 min | Potency, µM (top dose mostly 76.8 µM), without a hit: at the highest dose activity, negative = inhibition, most hits filed as inhibitors | 410,000 tested, 0.12% active; note: potency is the fitted concentration of half-maximal effect; % is set by controls: 0 for no effect and ±100 for the full control effect; nearly all actives have a fitted effect of over 50% in size
#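 In this concentration-response screen, enzyme-free wells defined baseline while DMSO plates tracked drift. Each reaction combined TbPYK, substrate, compound and 130 uM ADP for 45 min at room temperature. Kinase-Glo Plus luminescence gave the signal.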
# * hit, by the source's call; u = inconclusive; x = not tested or not shown; & = joins results of further samples; [ ] = another dose, or the depositor's remark. Unless noted, calls come from the whole dose curve; as a rule, active = well fitted curve in the direction sought with a large enough effect; inconclusive = small, poorly fitted or top-dose-only effect, or another doubt; inactive = no such curve, though single readings can be large; an effect the other way counts as inactive or inconclusive.
# Results follow in this order: AMA1 RON2 block | Tb PYK inh | Pf growth 96h | LmPK inh | Pf growth 48h | Cycloheximide cs | Shiga toxin inh
CCCCOc1ccc(C2OC34CCCCC3C(C#N)(C#N)C2(C#N)C(=N)O4)cc1 (configuration not stated)
    29% | -11% | x | 0% | 14% | -4 | -3
CN(CC(=O)Nc1ccc(N2CCOCC2)cc1)CC(=O)Nc1cccc(C#N)c1
    2% | -10% | -4% | 1% | 9% | 3 | 32
COc1ccc(C)cc1S(=O)(=O)N1CCCC(C(=O)NC2CC2)C1 (configuration not stated)
    13% | 0% | -18% | -6% | 9% | 0 | -23
CCOC(=O)c1oc2ccccc2c1N
    -15% | -8% | 0%[5.75 µM] | -12% | 18% | 27* | 67*
CCOc1cccc(-c2nnc3sc(-c4cc(OC)c(OC)c(OC)c4)nn23)c1
    12% | -6% | 7% | 1% | -27% | -6 | 20
COc1ccc(C(=O)Sc2ccc(Cl)cc2)cc1OC
    5% | -2% | 187%[activator] | -3% | -29% | 8 | 12
Cc1[nH]n(-c2ccccc2)c(=O)c1C(C[N+](=O)[O-])c1ccc(F)cc1 (configuration not stated)
    2% | 0% | u | 6% | u | -2 | -6
CCCCCCCC(=O)NC(Nc1ccc(S(N)(=O)=O)cc1)C(Cl)(Cl)Cl (configuration not stated)
    -7% | -25% | 32%[activator] | -3% | 33%[activator] | -7 | -10
CCOC(=O)CSc1n[nH]c(=S)s1
    53%[activator] | u | -21% | 21% | 0% | -2 | -9
CC1(C)Cc2cccc(OCC(=O)O)c2O1
    13% | 0% | -9% | 7% | 1% | -1 | 15
COC(=O)c1cc(OC)c(OC)cc1N
    2% | -3% | -10% | 3% | -6% | -2 | 8
COc1ccc(CNC(=O)c2cccc(-c3ccc(C)c4ccccc34)n2)cc1
    -10% | -3% | u | 3% | -12% | 5 | -14
Cc1cc(/C=C2\SC(=Nc3ccc(F)cc3)NC2=O)c(C)n1-c1ccc(S(N)(=O)=O)cc1
    -2% | -2% | x | 0% | 13µM* | -3 | -25
COc1ccc(C2C(C(C)=O)=C(O)C(=O)N2CCc2c[nH]c3ccccc23)cc1OC (configuration not stated)
    -9% | 0% | 21% | -9% | x | -4 | -13
COc1ccc2c(c1)[C@H]1[C@H](CO2)[C@H](c2ccccc2)[C@]2(C)C(=O)Nc3cc(OC)c(OC)cc3C(=O)N12
    -8% | -6% | u | x | 9.3µM* | x | x

# Three structures already listed, sorted by count of non-hydrogen atoms, falling:
# Results follow in this order: AMA1 RON2 block | Tb PYK inh | Pf growth 96h | LmPK inh | Pf growth 48h | Cycloheximide cs | Shiga toxin inh
CCCCOc1ccc(C2OC34CCCCC3C(C#N)(C#N)C2(C#N)C(=N)O4)cc1 (configuration not stated)
    29% | -11% | x | 0% | 14% | -4 | -3
CC1(C)Cc2cccc(OCC(=O)O)c2O1
    13% | 0% | -9% | 7% | 1% | -1 | 15
CCOC(=O)c1oc2ccccc2c1N
    -15% | -8% | 0%[5.75 µM] | -12% | 18% | 27* | 67*

# The results go on.
# Results follow in this order: AMA1 RON2 block | Tb PYK inh | Pf growth 96h | LmPK inh | Pf growth 48h | Cycloheximide cs | Shiga toxin inh
CCOC(=O)C1CCN(S(=O)(=O)c2ccc3c4c2CC(=O)N4CC(C)S3)CC1 (configuration not stated)
    4% | -16% | 17% | -11% | -3% | 1 | -2
CC(=O)c1c(C)[nH]c(C(=O)OCC(=O)NCCC(C)C)c1C
    -5% | -1% | -18% | -4% | -11% | -1 | -4
Cc1ccc(N2CC(C(=O)N3CCCc4ccccc43)CC2=O)cc1 (configuration not stated)
    -2% | 0% | x | 1% | -19% | 8 | 24
COc1ccc(Cl)cc1S(=O)(=O)N1CCCC1
    -1% | 12% | -13% | 10% | x | -7 | -9
O=C(c1ccccc1)c1c[nH]c(C(=O)C(Cl)(Cl)Cl)c1
    0% | 0% | -4% | 2% | u | 3 | -8
Cc1ccc(S(=O)(=O)NN2C(=O)c3ccccc3NC2(C)C)cc1
    -3% | -7% | 10% | -2% | -1% | 0 | 16
Cc1cc(N2C(=O)C(O)=C(C(=O)c3cccs3)C2c2cccc(O)c2)no1 (configuration not stated)
    -1% | 11% | 46%[activator] | 0% | 44%[activator] | -1 | -12
CC(=O)CSc1nnc(NC(=O)CCc2ccccc2)s1
    14% | -8% | -4% | -6% | x | -3 | -7
CSc1ccccc1NC(=O)CN(C)C(=O)CCc1c[nH]c2ccccc12
    20% | -9% | -29% | -4% | -23% | -6 | -5
CCCC1=[N+](CC(=O)c2ccccc2)CCn2cccc21
    -4% | -4% | -4% | -5% | 0% | 1 | -12
O=C(Nc1ccc(S(=O)(=O)NC2=NCCCCC2)cc1)C1COc2ccccc2O1 (configuration not stated)
    -1% | -4% | u | 3% | u | -2 | -3
COc1ccc(N2CC(NS(=O)(=O)c3ccc4ccccc4c3)CC2=O)cc1 (configuration not stated)
    -18% | 2% | 31%[activator] | x | 9% | x | x
O=C(NCC(c1ccco1)N1CCOCC1)c1ccc(F)c(F)c1 (configuration not stated)
    -4% | 0% | 0% | x | 52%[activator] | x | x
CCOC(=O)NC(=O)CSc1nc(C)cc(C(F)(F)F)c1C#N
    1% | 6% | -24% | -5% | -1% | 31* | 84*
Cc1cc(C)c(S(=O)(=O)Nc2ccc(O)c(Sc3ncn[nH]3)c2)c(C)c1
    15%[2.32 µM] | -28% | u | 5% | -23% | 0 | 12
CCn1c(SCC(=O)Nc2nc(C)cs2)nnc1C(C)NC(=O)c1ccccc1 (configuration not stated)
    -9% | 1% | -13% | -4% | -4% | 1 | -19
Cc1ccc(-n2[nH]c(C)c(C=Nc3ccc(S(=O)(=O)Nc4nccs4)cc3)c2=O)c(C)c1
    x | x | u | 1% | 13% | -1 | -7
Nc1ccc(-c2ccc(C(=O)O)s2)cn1
    -3% | -19% | 63%[activator] | -15% | 61%[activator] | 14 | 18
C/C(N)=C(/C#N)C(=O)COC(=O)C(NS(=O)(=O)c1ccc(Cl)cc1)C(C)O (configuration not stated)
    0%&-18% | 5%&3% | 49%[activator] | -1% | 11% | -7 | -11
Cc1cccc(C)c1NC(=O)CSc1nc(C)c(CC(=O)c2ccc(Br)cc2)c(C)c1C#N
    13% | 5% | u | 2% | 20% | -3 | -1
CN1CCN(c2ccc(S(=O)(=O)N3CCCCC3)cc2N)CC1
    -4% | -7% | -8% | x | 7% | x | x
CC(C)(C)n1cccc1/C=C1\C(=O)NC(=O)N(c2ccccc2)C1=O
    -2% | 2% | 10µM* | -5% | -7% | 10 | 16
O=C(CCSc1nnc(-c2ccncc2)o1)Nc1ccc(F)cc1
    -4% | -2% | 42%[activator] | 0% | -18% | -3 | -11
Cc1cc(F)ccc1S(=O)(=O)N1CCCOC1CNC(=O)C(=O)NC1CCCCC1 (configuration not stated)
    23% | 3% | 2% | -9% | 1% | 1 | -1
COc1cccc(-c2csc3nnc(SCC(=O)NCc4cccs4)n23)c1
    -10% | 0% | u | -1% | -11% | -6 | -14
Cc1ccc(NC(=S)NC(CO)C(O)c2ccc([N+](=O)[O-])cc2)cc1 (configuration not stated)
    -23% | 1% | 11% | 4% | -1% | -2 | -11
O=C(NCCCCCCNC(=O)OC1CCS(=O)(=O)C1)OC1CCS(=O)(=O)C1 (configuration not stated)
    7% | -4% | 27% | -1% | x | -4 | 8
O=C(O)CCCCCCCCc1cn(CN2C(=O)c3ccccc3C2=O)nn1
    -2% | 1% | 92%[activator] | -4% | -1% | 1 | -8
CCOc1ccc(C(Nc2ccc(C)cc2)P2(=O)OCC(C)(C)CO2)cc1 (configuration not stated)
    -10% | -10% | -3% | 3% | -3% | 13 | 14
O=C(c1cccs1)N1C(=O)c2cccc3cccc1c23
    6% | 1% | 32%[activator] | 2% | 12%[5.75 µM] | -2 | -5
CC(=O)NCCc1nc2ccccc2n1Cc1cccc(C)c1
    9% | 2% | u | -1% | u | 1 | 4
N#CC(/C(=N/S(=O)(=O)c1cccs1)c1ccccc1)c1nc2ccccc2[nH]1 (configuration not stated)
    8% | -3% | u | 1% | x | -3 | -7
CCn1c(SCC(=O)N/N=C(\C)c2ccncc2)nnc1-c1ccccc1
    -5% | 4% | 142%[activator] | 0% | 0% | 9 | 17
N#C/C(=C\c1coc2ccccc2c1=O)C(N)=S
    21% | -20% | u | -2% | 19% | 11 | 0
CCN(C(=O)Cn1ccc(C(F)(F)F)n1)c1c(N)n(Cc2ccccc2)c(=O)[nH]c1=O
    3% | 4% | -22% | x | -6% | x | x
CCOc1ccc(S(=O)(=O)n2ccc(C)n2)c2ccccc12
    -11% | 1% | u | 1% | 10µM* | 5 | -7
Cn1cc([N+](=O)[O-])c(C(=O)N2CCCCCC2)n1
    -10% | -7% | -12% | -8% | 4% | 7 | -5
O=C(c1ccc(NS(=O)(=O)c2cccc(C(F)(F)F)c2)cc1)N1CCCC1
    2% | 1% | 10µM* | -4% | 0% | 0 | -6
CCn1c(SCC(=O)Nc2nnc(C)s2)nc2c(c1=O)SC(C)C2 (configuration not stated)
    10% | -10% | -9% | -5% | u | 1 | -4
CC1(C)NC(=O)N(CCCC(=O)Nc2ccc(C(F)(F)F)cc2)C1=O
    -2% | -1% | -29% | x | 4% | x | x
COC(=O)c1ccc(C(=O)OC)c(NC(=O)CN(C)Cc2ccccc2)c1
    15% | 2% | u | 5% | u | 1 | 23
Cn1ccnc1C1CCCCN1Cc1nc(-c2ccc(Cl)cc2)no1 (configuration not stated)
    0% | 1% | u | -4% | 12µM* | 1 | -14
CCCN1CCN(C(=O)CCNC(=O)Cn2cnc3ccccc3c2=O)CC1
    0% | 8% | 1% | 4% | 25% | -4 | 33
O=C(NCCO)/C(=C\c1ccc2c(c1)OCO2)NC(=O)c1ccc(Br)cc1
    3% | 0% | u | -1% | 13% | -3 | -9
Cc1cc(NC(=O)/C(C#N)=C/c2ccc(-c3ccc(SC(F)F)cc3)o2)n(-c2ccccc2)n1
    2% | -1% | 46%[activator] | -1% | 4% | -2 | -6
COc1ccc(Cl)cc1NC(=O)COC(=O)C1CCCCC1
    11% | 1% | -27% | x | u | x | x
Cc1ccc(NC(=O)CN(C)S(=O)(=O)c2cnc[nH]2)c(C)c1
    6% | -8% | u | 0% | 51%[activator] | 15 | 3
CCCNC(=O)c1ccccc1NC(=O)C1=CSCCO1
    -20% | 8% | 15µM* | -2% | 5% | 4 | -2
Cc1c(NC(=S)NC(=O)c2ccc(-c3ccc(Cl)cc3)o2)cccc1C(=O)O
    35%[activator] | 4% | 14% | -2% | 4% | 18 | 43
COCCCNC(=O)c1cn(Cc2c(F)cccc2Cl)nn1
    -9% | -3% | 44%[activator] | 0% | -10% | 5 | -11
Nc1cc(=O)[nH]c(SCC(=O)N2CCCc3ccccc32)n1
    3% | -7% | u | 2% | 1% | 2 | -1
Cc1ccc(C(C)C)cc1OCCCCN1CCCC1
    -22% | 22% | 21% | -1% | u | -3 | -6
CC(Sc1nc2ccccc2s1)C(=O)N(C)Cc1ccccc1 (configuration not stated)
    -3% | -3% | u | -4% | 7% | 7 | 23

# Rows were taken by chance; overall some 21% were active at least once.
